Menin MLL FP TR: menin-MLL binding inhibition, Texas Red mutant peptide; O00255; 270,000 tested, 0.23% active; Potency, µM (titrated, usually from 61.6 µM), for the others: at the highest dose FP activity change, negative = inhibition, usual class: inhibitors; Menin + Texas Red MLL mutant peptide, fluorescence polarization; active = well fitted inhibition curve with a large enough effect in the polarisation, with a control signal flat, not every such curve was filed as active; inconclusive = small, poorly fitted or top-dose-only effect, or effect the other way, or a change in a side signal; inactive = no such curve, though single readings can be large or run the other way; the % refers to the polarisation; also: potency is read from the fitted curve at half-maximal effect; % of control where 0% means no effect; many of its hits are not listed in these tables
Target sequence (O00255 whole entry, looked up): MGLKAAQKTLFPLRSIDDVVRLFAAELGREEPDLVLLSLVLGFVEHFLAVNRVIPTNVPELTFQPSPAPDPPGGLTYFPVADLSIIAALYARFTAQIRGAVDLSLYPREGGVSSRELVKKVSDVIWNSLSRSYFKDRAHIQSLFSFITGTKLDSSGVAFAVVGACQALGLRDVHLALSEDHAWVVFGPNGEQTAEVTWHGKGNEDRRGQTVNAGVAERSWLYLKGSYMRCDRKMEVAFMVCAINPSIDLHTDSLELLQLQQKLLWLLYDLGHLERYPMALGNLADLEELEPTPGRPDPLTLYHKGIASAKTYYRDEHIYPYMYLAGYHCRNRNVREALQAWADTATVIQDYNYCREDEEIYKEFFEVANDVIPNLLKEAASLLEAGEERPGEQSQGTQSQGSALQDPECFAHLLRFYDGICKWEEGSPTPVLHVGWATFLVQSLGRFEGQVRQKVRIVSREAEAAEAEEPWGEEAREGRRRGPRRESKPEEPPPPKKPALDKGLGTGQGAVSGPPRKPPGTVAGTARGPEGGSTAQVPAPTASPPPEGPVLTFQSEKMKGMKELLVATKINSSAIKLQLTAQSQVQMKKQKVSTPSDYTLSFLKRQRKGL
BRCA1 expr act: activators of BRCA1 expression; MCF7-BRCA1-FFLuc reporter, luminescence, 48 h; response scale: scaled: vehicle 0%, 10 µM genistein 100%; Potency, µM (doses to about 46.1 µM), for the others: at the top dose activation, usual class: activators; 380,000 tested, 1.1% active; AID 624202; also: potency is read from the fitted curve at half-maximal effect; nearly all actives have a fitted effect of over 80% in size; some results filed as inactive show a strong effect at the top dose
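Compounds are tested at multiple concentrations on MCF7 BRCA1-luciferase reporter cells seeded at 2000 per well; after 48 h, a single luminescence end-point is taken and curves fitted to the normalized data.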
ELG1 genotoxic: inducers of genotoxicity in HEK293T ELG1-luciferase cells | AID 504466 | Potency, µM (doses to about 46 µM), for the others: at the highest dose activity change, positive = activation, actives largely listed as activators | HEK293T ELG1-luciferase reporter, luminescence, 16 h | 330,000 tested, 1.3% active; also: potency is read from the fitted curve at half-maximal effect; % of control where 0% means no effect; nearly all actives have a fitted effect of over 60% in size
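After overnight (16 hr) compound treatment at 37 °C, ELG1-luciferase HEK293T cells were lysed with ONE-Glo; luminescence quantified 30 min later at room temperature.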
Rab9 prom act: activates the Rab9 promoter; Huh7 Rab9 promoter-luciferase reporter, luminescence, 24 h; Potency, µM (top dose mostly 9.22 µM), inactives show at the top dose activation, negative = inhibition, actives largely listed as activators; 320,000 tested, 2.8% active; also: potency is read from the fitted curve at half-maximal effect; % of control where 0% means no effect; nearly all actives have a fitted effect of over 60% in size
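Cell-based reporter: Huh7 stable for Rab9 promoter-driven luciferase, plated in reduced-serum medium with 10% FBS at 1500 cells/well, compound-treated 24 h at 37 °C, luminescence read after 10 min reagent.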
RORgamma inh: blocks mouse ROR gamma transcriptional activity; Potency, µM (doses to about 53.6 µM), without a hit: top-dose activity change, negative = inhibition, usual class: inhibitors; P51450; 310,000 tested, 5.4% active; Drosophila S2 Gal4-RORgamma UAS-luciferase reporter, 20 h; also: potency is read from the fitted curve at half-maximal effect; % is scaled to controls: 0 for no effect and ±100 for the full control effect; nearly all actives have a fitted effect of over 60% in size
Target sequence (P51450 whole entry, looked up, the tested form may be a part): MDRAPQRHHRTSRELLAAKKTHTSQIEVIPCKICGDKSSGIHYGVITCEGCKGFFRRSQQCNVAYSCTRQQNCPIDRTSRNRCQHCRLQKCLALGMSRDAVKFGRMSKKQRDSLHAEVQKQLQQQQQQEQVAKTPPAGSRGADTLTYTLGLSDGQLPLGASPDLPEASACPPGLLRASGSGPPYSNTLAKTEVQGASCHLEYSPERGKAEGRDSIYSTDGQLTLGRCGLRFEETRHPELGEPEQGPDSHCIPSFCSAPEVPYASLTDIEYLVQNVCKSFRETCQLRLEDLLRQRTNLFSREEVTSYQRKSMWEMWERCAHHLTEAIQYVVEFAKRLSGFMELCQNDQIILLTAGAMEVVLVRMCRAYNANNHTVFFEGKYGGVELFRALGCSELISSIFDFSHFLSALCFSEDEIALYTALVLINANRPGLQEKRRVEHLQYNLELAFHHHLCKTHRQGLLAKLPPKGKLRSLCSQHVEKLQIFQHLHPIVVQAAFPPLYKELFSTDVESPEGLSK
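ROR gamma transcriptional activity was tracked as Gal4-UAS luciferase output in stably transfected Drosophila Schneider cells, with compound added 1 hr before 700 uM copper sulfate induction and a 20 hr ambient-temperature incubation.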
FLuc counter: inhibits or activates purified firefly luciferase, miR-21 counter-screen | AID 588342 | 360,000 tested, 6.9% active | purified FLuc, Km substrates, luminescence inhibition | P08659 | Potency, µM (series often up to 57.5 µM), without a hit: at the highest dose activity change, negative = inhibition, most hits filed as inhibitors;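 also: potency is read from the fitted curve at half-maximal effect; plate controls were vehicle for no effect and reference inhibitor for full effect; nearly all actives have a fitted effect of over 55% in size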
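Biochemical qHTS of compounds, final roughly 60 µM downward over six points, against 10 nM purified firefly luciferase using Km concentrations of substrates (10 uM D-luciferin, 10 uM ATP) in Tris acetate pH 7.5 buffer; luminescence output.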
PKM2 activator: activators of human pyruvate kinase M2. P14618. purified PKM2, Kinase-Glo ATP luminescence, activation; response scale: 0% is enzyme alone, no compound. Potency, µM (highest dose often 57.5 µM), without a hit: at the top dose activation, actives largely listed as activators. 260,000 tested, 0.34% active. AID 1631; also: potency is read from the fitted curve at half-maximal effect; % is scaled to controls: 0 for no effect and ±100 for the full control effect; nearly all actives have a fitted effect of over 55% in size
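Kinase-Glo luminescence reports ATP generated from ADP (0.1 mM) and PEP (0.5 mM) by purified hPK-M2 after 1 h at room temperature, pH 7.2 imidazole buffer; intermediate enzyme activity allows detecting inhibitors and activators.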
p53 reactivator: restores transcriptional activity of mutant p53; 320,000 tested, 0.063% active; H1299 p53-A138V BP100-luciferase reporter, luminescence, 24 h; Potency, µM (series often up to 92.2 µM), inactives show top-dose activity change, positive = activation, actives largely listed as activators; AID 504706; also: potency is read from the fitted curve at half-maximal effect; % of control where 0% means no effect; nearly all actives have a fitted effect of over 45% in size
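H1299 (p53-null), stable ts p53-A138V + BP100-Luc; 1000 cells/well, Opti-MEM/10% FBS; cpd 4 pt, 1:5; 24 h, 37 deg C, 5% CO2; detection reagent 10 min RT; luminescence.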
NPC1 promoter act: NPC1 promoter activation; 320,000 tested, 2.4% active; Potency, µM (doses to about 9.22 µM), for inactives: at the top dose activation, hits mostly activators; Huh7 NPC1 promoter luciferase reporter, 24 h;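 also: potency is read from the fitted curve at half-maximal effect; % of control where 0% means no effect; nearly all actives have a fitted effect of over 60% in size; reporter is driven by a mutant NPC1 promoter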
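NPC1 promoter–luciferase Huh7 cells; 24 h compound; luminescence.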
Gal4-VP16 FLuc: counter-screen for ROR gamma inhibitors: Gal4-VP16 reporter; Drosophila S2 Gal4-VP16 UAS-luciferase, luminescence, 20 h; Potency, µM (series often up to 53.6 µM), without a hit: at the top dose activity, negative = inhibition, most hits filed as inhibitors; 310,000 tested, 3.5% active;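 also: Gal4-VP16 expression switched on by copper sulfate through the metallothionein promoter; potency is read from the fitted curve at half-maximal effect; % is scaled to controls: 0 for no effect and ±100 for the full control effect; nearly all actives have a fitted effect of over 50% in size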
Giardia kill: kills Giardia lamblia; AID 540267; activity change, % at 7.66 µM, hits read low; 340,000 tested, 0.15% active; Giardia lamblia trophozoite viability; in the data active = activity change below about -80%; inconclusive = between about -30% and that limit;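 also: parasites exposed to compound for two days anaerobically before the ATP read; % is scaled to controls: 0 for no effect and ±100 for the full control effect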
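Media and compound were dispensed first, then trophozoites at 100 cells/well; plates sat 48 hrs at 37 deg C without oxygen before ATP luminescence reagent was added and read after 15-30 min at room temperature.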
Starred values were filed as active, the others as inactive; ? = inconclusive; . = no result given; [ ] = remark or other dose. Unless noted, calls follow the shape of the dose curve; as a rule, active = well fitted curve in the direction sought with a large enough effect; inconclusive = small, poorly fitted or top-dose-only effect, or another doubt; inactive = no such curve, though single readings can be large; an effect the other way counts as inactive or inconclusive. Only part of the results is shown (hit frequency here may not be typical).

SMILES | Menin MLL FP TR | BRCA1 expr act | ELG1 genotoxic | Rab9 prom act | RORgamma inh | FLuc counter | PKM2 activator | p53 reactivator | NPC1 promoter act | Gal4-VP16 FLuc | Giardia kill
CN1CCN(CC#CCC2(O)c3ccccc3-c3ccccc32)CC1 | -10% | -4% | -3% | 2% | -1% | -2% | -1% | -1% | -3% | 1% | -26
Cc1ccc(Cl)cc1N1CCN(C(=O)C2CCN(S(=O)(=O)c3cnc[nH]3)CC2)CC1 | 5% | -24% | -3% | -2% | 2% | 2% | 2% | 6% | -1% | -5% | -24
O=C1C(Cl)=C(NCC2CCCO2)C(=O)N1Cc1ccccc1 (configuration not stated) | 5% | 0% | -3% | -1% | 28% | -3% | 1% | 20% | 0% | 11% | 11
COc1ccccc1-n1c(SCC(=O)Nc2cccc(C)c2)nc2c(c1=O)SCC2 | -9%[11.7 µM] | -24% | . | 3% | 8% | -3% | -12% | -8% | 1% | 0% | -6
CC1=CC(=C(C#N)C#N)C=C(C)N1CCN1CCN(C(=O)Nc2cccc(Cl)c2)CC1 | -1% | 8% | 6% | 3% | -10% | -2% | 0% | -6% | -4% | -19% | 9
CCc1ccc(NC(=O)C(=O)NCCN2CCN(S(C)(=O)=O)CC2)cc1 | 4% | -2% | 7% | 1% | -1% | -16% | -1% | 1% | 2% | 2% | 10
CCn1c(SCC(=O)N/N=C/c2cccs2)nc2ccccc21 | 1% | -11% | -1% | 0% | -42% | -14% | -2% | 0% | 5% | 2% | 4
CC(C)(C)c1ccc(C[C@H](C(=O)O)N2C(=O)c3ccc(C(=O)O)cc3C2=O)cc1 | -8% | . | . | -1% | 11% | 1% | . | . | -3% | 4% | .
Cc1ccc(S(=O)(=O)N2CCC(C(=O)N3CCCC(C(F)(F)F)C3)CC2)cc1C (configuration not stated) | . | -1% | 0% | 3% | . | 3% | . | -2% | 0% | . | 2
Cc1ccc(C(=O)CCC(=O)N2CCC(C(N)=O)CC2)cc1 | 4% | 3% | 2% | 1% | 16% | 6% | 3% | 4% | -3% | 4% | 6
Cc1nc(-c2ccc(F)cc2)c(CC(=O)N(C)CC(=O)Nc2c(C)cccc2C)s1 | . | -4% | 0% | 7% | . | -2% | . | -7% | 3% | . | -7
NC(=S)c1cnn2c(-c3cccc(C(F)(F)F)c3)ccnc12 | -4% | -2% | -1% | -6% | 4µM* | 6% | . | -6% | -6% | 10µM* | -1
Cc1cc(NC(=O)CCC(=O)N(Cc2ccc(F)cc2)C(C(=O)NC2CCCC2)c2ccco2)no1 (configuration not stated) | -18% | -17% | -3% | -2% | 31% | 1% | 0% | -1% | 1% | 1% | -9
CCN(CC)c1nc2ccccc2nc1-n1nc(C)cc1C | -8% | 2% | -1% | -11% | 0% | 2% | -7% | -3% | -2% | 8% | -13
COc1ccccc1C(=O)NCc1ccccc1 | -10% | 42% | 7% | 2% | ? | -2% | 0% | 4% | 0% | -5% | -5
Cc1ccccc1CN1CCN(C(C)C(=O)NNC(=O)c2ccc(F)cc2)CC1 (configuration not stated) | . | 32% | 1% | -4% | . | ? | . | ? | 2% | . | -11
Cc1cc(CSc2ccccc2)ccc1NC(=O)c1cccc([N+](=O)[O-])c1 | ? | -6% | 0% | -1% | -22% | 5% | 1% | -3% | 0% | -19% | -1
Cc1ccccc1OCc1nnc(SCC(=O)Nc2c(C)n(C)n(-c3ccccc3)c2=O)n1-c1ccccc1 | 20% | -16% | -3% | 3% | -2% | 1% | 7% | 4% | -2% | 4% | -7
CC(=O)N1CCN(S(=O)(=O)c2cccc(C(=O)Nc3ccc(OC(F)F)cc3)c2)CC1 | 29% | -4% | 0% | 0% | ? | 2% | . | -7% | 1% | -12% | 13
Cc1ccc(C(C2C(=O)CC(C)(C)CC2=O)C2C(=O)CC(C)(C)CC2=O)s1 | . | -26% | 4% | 0% | 18% | 21µM* | 21% | -5% | 1% | -9% | 0
CC(Cc1ccccc1)NC(=O)CN1C(=O)c2ccccc2S1(=O)=O (configuration not stated) | . | -2% | ? | ? | -2% | -2% | -7% | ? | ? | -4% | -10
CCc1noc(C)c1C(=O)NNC(=O)c1ccc(N(CC)CC)cc1 | . | 8% | 0% | -5% | . | ? | . | -4% | -3% | . | 0
O=C(CN1C(=O)NC2(CCCCCC2)C1=O)NCc1ccco1 | 14% | 1% | 0% | 3% | 4% | -1% | 1% | -5% | -3% | -8% | 6
CCN(CC)c1ccc(/C=N/N2C(C)CCCC2C)c(O)c1 (configuration not stated) | -30% | -3% | -10% | 2% | -27% | -4% | 5% | 10% | -2% | 3% | 6
CC(O)[C@H]1CNCCN1CCc1cc(C(F)(F)F)cc(C(F)(F)F)c1 (some centres not stated) | . | 3% | 1% | 0% | . | -13% | . | 3% | -8% | . | -10
COc1cc(/C=C2\C(=N)N3N=C(S(C)(=O)=O)SC3=NC2=O)ccc1OS(=O)(=O)c1ccccc1 | . | . | 4% | -1% | -16% | ? | . | 22% | -1% | -2% | .
O=C(Cc1cccs1)N1CCCC(c2nc3c(nnn3Cc3cccc(Cl)c3)c(=O)[nH]2)C1 (configuration not stated) | 10% | -29% | 2% | -5% | 3%[10 µM] | 0% | 16µM* | -4% | 1% | -6% | 7
Cn1c(SCc2ccccc2F)nnc1-c1ccccn1 | -7% | 11µM* | ? | 2.2µM* | 0% | ? | 17% | -2% | 4µM* | 4% | -12
CSCCC(NC(=O)c1ccccc1)C(=O)O (configuration not stated) | 8% | 3% | 3% | 1% | 0% | 2% | -24% | 2% | -3% | -3% | ?
Cc1ccc2nc(SCC(=O)Nc3oc(C)c4c(C)n[nH]c(=O)c34)[nH]c2c1 | . | -29% | 0% | -7% | . | -12% | . | 13% | -3% | . | -1

Fetched by structure from above, 4 records:
SMILES | Menin MLL FP TR | BRCA1 expr act | ELG1 genotoxic | Rab9 prom act | RORgamma inh | FLuc counter | PKM2 activator | p53 reactivator | NPC1 promoter act | Gal4-VP16 FLuc | Giardia kill
CC(O)[C@H]1CNCCN1CCc1cc(C(F)(F)F)cc(C(F)(F)F)c1 (some centres not stated) | . | 3% | 1% | 0% | . | -13% | . | 3% | -8% | . | -10
CSCCC(NC(=O)c1ccccc1)C(=O)O (configuration not stated) | 8% | 3% | 3% | 1% | 0% | 2% | -24% | 2% | -3% | -3% | ?
CCc1noc(C)c1C(=O)NNC(=O)c1ccc(N(CC)CC)cc1 | . | 8% | 0% | -5% | . | ? | . | -4% | -3% | . | 0
Cn1c(SCc2ccccc2F)nnc1-c1ccccn1 | -7% | 11µM* | ? | 2.2µM* | 0% | ? | 17% | -2% | 4µM* | 4% | -12

Next section:
SMILES | Menin MLL FP TR | BRCA1 expr act | ELG1 genotoxic | Rab9 prom act | RORgamma inh | FLuc counter | PKM2 activator | p53 reactivator | NPC1 promoter act | Gal4-VP16 FLuc | Giardia kill
C/C(=N\N1C(=O)c2ccccc2NC1c1ccco1)c1ccccc1O (configuration not stated) | -2% | -43% | ? | 0.35µM* | 0.35µM* | ? | 9% | 7% | ? | 2.2µM* | 0
CCOC(=O)Cn1c(=O)oc2cc(S(=O)(=O)NC(C)(C)CC)ccc21 | . | 0% | 0% | 1% | 29% | 7% | -1% | -4% | -4% | 5% | -9
CC(C)c1ccc(NC(=O)COC(=O)[C@H](CCC(N)=O)NC(=O)c2ccc(F)cc2)cc1 | 5% | 8% | 6% | 8% | 38% | -1% | 8% | 23% | 2% | 7% | -2
Cc1cc(C)cc(NC(=S)/C(=C(\[O-])c2ccc(Cl)cc2Cl)[n+]2ccc(C(C)(C)C)cc2)c1 | . | -10% | 0% | -3% | -30% | 1% | 1% | -2% | -4% | 2% | -17
COCCNCC(=O)Nc1ccccc1Sc1ccccc1 | ? | -5% | 1% | 0% | -21% | -3% | -2% | -24% | 0% | 8% | 9
COc1cc(OC)c(C2=NOC(C(=O)Nc3cc(C)nn3-c3ccccc3)C2)cc1Cl (configuration not stated) | -9% | -66% | -4% | 0% | -22% | 6% | -7% | 4% | 0% | 0% | -16

A run of entries from the list above, as a working copy:
SMILES | Menin MLL FP TR | BRCA1 expr act | ELG1 genotoxic | Rab9 prom act | RORgamma inh | FLuc counter | PKM2 activator | p53 reactivator | NPC1 promoter act | Gal4-VP16 FLuc | Giardia kill
COCCNCC(=O)Nc1ccccc1Sc1ccccc1 | ? | -5% | 1% | 0% | -21% | -3% | -2% | -24% | 0% | 8% | 9
COc1cc(OC)c(C2=NOC(C(=O)Nc3cc(C)nn3-c3ccccc3)C2)cc1Cl (configuration not stated) | -9% | -66% | -4% | 0% | -22% | 6% | -7% | 4% | 0% | 0% | -16
